Source: PubChem BioAssay
FAS TE block: inhibitors of human fatty acid synthase thioesterase domain. P49327. recombinant FAS-TE, OMFH fluorogenic substrate, fluorescence endpoint. inhibition, % at 15 µM. 0.67% of 360,000 active. AID 602261;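 active means compounds whose normalised, plate-corrected inhibition of enzyme fluorescence in the single-dose primary screen is 50% or more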;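 further: 0% = DMSO with enzyme and 100% = substrate without enzyme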
Neddyl block: blocks human cullin neddylation; TR-FRET cullin neddylation, biochemical; calls only at 25 µM; 0.58% of 360,000 active; in the data active means inhibition above about 36%
CSN inh: CSN deneddylation inhibition | Q92905 | Purified CSN, SCF-Nedd8-OG deneddylation, fluorescence polarization | inhibition, % at 12.5 µM | 0.38% of 360,000 active | AID 651999;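 active means pattern-corrected inhibition above about 35%, with an unprinted fluorescence ratio check between 0.5 and 1.5, limit read from the data, passing the limit was not always enough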;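 further: 0% = enzyme with substrate and 100% = substrate without enzyme; some results filed as inactive read as strong as hits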
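assay system = purified human Csn5 enzyme expressed in HEK293T cells | amount = 0.24 nM enzyme | buffer or medium = Tris/NaCl/DTT buffer, pH 7.5 | reagent = 10 nM SCFSkp2-Nedd8OG | compound = one concentration, 12.5 µM, 0.25% DMSO | times = 90 min reaction at room temperature | signal = FP | read-out basis = % inhibition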
bovine MsrA act: activators of bovine methionine sulfoxide reductase A; 0.3% of 360,000 active; activation, % at 10.6 µM; purified bovine MsrA, absorbance read-out; in the data active means activation above about 7.5%;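 further: 0% = vehicle and 100% = reference activator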
MsrA inh: bovine MsrA inhibition; 0.75% of 360,000 active; AID 651718; purified bovine MsrA, absorbance read-out; inhibition, % at 15.5 µM; in the data active means inhibition above about 4.5%;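 further: 0% = vehicle wells with enzyme and 100% = reference inhibitor wells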
eLon inh: inhibits E. coli Lon protease; purified E. coli Lon protease, fluorescence polarization; inhibition, % at 7.94 µM; 0.42% of 360,000 active; in the data active means inhibition above about 13%, passing the limit was not always enough;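 further: 0% = enzyme with probe and DMSO and 100% = no enzyme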
MLLE-PAM2 inh: blocks PAM2 peptide binding to the PABP1 MLLE domain. P11940. 0.36% of 360,000 active. GST-MLLE / FITC-PAM2 fluorescence polarization. inhibition, % at 20 µM; in the data active means inhibition above about 35%, passing the limit was not always enough;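 further: plate controls were DMSO wells with GST-MLLE for no effect and wells lacking GST-MLLE protein for full effect; some results filed as inactive read as strong as hits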
TbMetRS inhib: blocks T. brucei methionyl-tRNA synthetase activity; AID 624268; purified T. brucei MetRS, ATP depletion, Kinase-Glo luminescence; inhibition, % at 11.9 µM; 0.4% of 360,000 active;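 active means inhibition above a per-plate cutoff of the control wells' mean inhibition plus 3 SD, cut at about 5.5% in these data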;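 further: 0% = DMSO wells median and 100% = median of wells with control inhibitor compound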
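assay system = parasite MetRS enzyme | timing = 15 min preincubation, 2 h reaction, all 25 °C | evaluation = percent inhibition relative to median high and low control wells | medium = HEPES buffer containing pyrophosphatase, BSA, spermine, DTT | compound = single dose, 11.9 µM final nominal, 0.9% final DMSO | detection = Kinase-Glo luminescence, ATP depletion format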
Rin1-Abl PPI inh: blocks binding of human Rin1 to Abl; 0.4% of 360,000 active; P00519+Q13671; inhibition, % at 7.35 µM; TR-FRET Rin1/Abl binding, biochemical; in the data active means inhibition above about 5%, passing the limit was not always enough
Numbers without * were called inactive; i = inactive; nt = no result given; & = joins results of further samples.

SMILES	FAS TE block	Neddyl block	CSN inh	bovine MsrA act	MsrA inh	eLon inh	MLLE-PAM2 inh	TbMetRS inhib	Rin1-Abl PPI inh
Cc1ccc(C(=O)N/N=C\c2sccc2C)cn1	-9	i	0	-3	3.9	2	-5	0.1	1
CC(=O)Oc1ccc(/C=N/NC2=NS(=O)(=O)c3ccccc32)cc1	-3	i	-2	-2	3.4	8	-8	2.4	0
Cc1nnc(NC(=O)C2CCN(S(=O)(=O)c3ccc(F)c(Cl)c3)CC2)o1	1	i	5	-1	0.6	-8	-6	-0.1	0
Cn1c(=O)[nH]c(=O)c2c1nc(N1CCCCC1)n2CC(O)COc1ccccc1 (stereo not drawn)	-5	i	-3	-7	-1.5	4	-2	-1.0	-1
CCOC(=O)C(Cc1ccccc1)NC(=O)CCc1nnc2ccc(N3CCCCC3)nn12 (stereo not drawn)	-3	i	5	-1	0.6	2	-7	0.4	0
COc1ccc(-c2cc3c(c4c2ccn4C)C2CCC3C2)cc1 (stereo not drawn)	24	i	-5	-2	1.0	3	-9	0.2	2
Cc1cc(=O)oc2cc(OCC(=O)Nc3ccc4[nH]c(=O)[nH]c4c3)ccc12	-3	i	-9	-5	2.3	-24	-3	-0.2	0
O=S1(=O)CC(N2CCN(CCO)CC2)CN1Cc1cn(Cc2ccc(C(F)(F)F)cc2)nn1 (stereo not drawn)	-10	i	-6	-3	1.6	-2	nt	-0.5	nt
CCOc1ccc(NC(=O)C(C)Sc2nccn2C)cc1 (stereo not drawn)	-3	i	-5	-2	-0.5	-1	10	-0.2	4
Cc1ccc(CN(C(=O)C(F)(F)F)C(C(=O)NC2CCCCC2)c2ccco2)cc1 (stereo not drawn)	21	i	1	-1	-0.7	-10	-3	-0.1	0
COc1ccccc1/C=C/CN1CCC(CO)(Cc2ccccc2)CC1	-7	i	-6	-9	0.0	-12	-2	-1.2	0
O=C(O)C1C2C=CC3(CN(C4CCCC4)C(=O)C13)O2 (stereo not drawn)	-4	i	-2	-11	0.3	3	-6	1.5	1
COC(=O)CCC(=O)NNC(=O)Cc1ccccc1	1	i	-9	-3	-0.1	0	4	-0.3	2
COc1ccc(N2CCN(C(=O)/C=C/c3ccco3)CC2)cc1	-11	i	-2	-11	0.6	15	2	-0.6	-1
Cn1c2ccccc2n2c(=O)c(Cl)c(-c3ccccc3)c(C#N)c12	2	i	3	-1	1.0	-5	5	-0.4	-5
CCCn1c(SCC(=O)Nc2cc(C)on2)n[nH]c1=O	-3	i	-5	-1	-0.6	-6	2	-0.1	1
S=c1[nH]nc(COc2ccccc2)n1C1CCCCC1	2	i	-2	3	0.1	-2	23	-1.5	-1
COc1cc(Cl)ccc1OCc1cc(C(=O)N(C)CC2CCCCO2)no1 (stereo not drawn)	3	i	-6	-2	-0.4	1	4	-0.6	-1
CC(C)CC1Nc2ncnc(N3CCN(c4ccccn4)CC3)c2N(Cc2ccccc2)C1=O (stereo not drawn)	10&4	i	5&-2	-3&-2	1.6&0.8	3&-6	8&21	-0.2&0.3	4&7
Cc1c(Cl)cccc1NC(=O)CC(Cc1ccccc1)C(=O)O (stereo not drawn)	-4	i	3	-2	-1.3	-4	-17	-0.4	-1
COc1ccccc1NC(=O)CC1C(=O)NCCN1C(=O)Nc1ccc(Cl)c(Cl)c1 (stereo not drawn)	17	i	-6	1	-1.3	4	18	-0.7	-2
C/C(=N\NC(=S)NCc1ccccc1)c1ccc(C#N)cc1	7	i	-2	-2	0.4	6	-24	0.1	1
CN(CC(=O)Nc1ccc(F)cc1)C(=O)COC(=O)/C=C/c1cccs1	-5	i	-2	-6	2.2	-2	-6	-0.4	-2
COc1ccccc1-n1c(=O)oc2ccc(Cl)cc2c1=O	-1	i	-1	-4	-0.5	5	-7	-1.0	-2
Cc1ccc(OCCC(=O)Nc2ccc(S(=O)(=O)N3CCCC3)cc2)cc1	20	i	0	-2	0.3	-6	-5	-0.2	0
CSCCC(NC(=O)c1ccccc1Br)C(=O)NNC(=O)c1ccncc1 (stereo not drawn)	-5	i	-3	-3	-0.3	-1	9	-0.4	2
O=C(CCC(=O)OCC(=O)c1ccc(-c2ccccc2)cc1)Nc1cccc(Cl)c1	-2	i	-3	-11	-1.2	-4	10	-1.4	1
O=C(CN1CCCCCC1)Nc1ccccc1F	-6	i	-1	-2	1.1	-2	-9	-0.1	1
O=[N+]([O-])c1cccc(S(=O)(=O)N2CCCCC2)c1	-1	i	-2	0	-0.2	2	7	-0.2	3
CCOC(=O)N1CCN(c2nc3ccccc3n3cnnc23)CC1	-3	i	2	-3	-0.1	-11	0	-1.1	-3
O=S(=O)(Nc1nc2c(s1)CCCC2)c1ccc(F)cc1	-7	i	2	-2	0.6	-5	23	0.3	-3
COc1ccc(C(=O)Nc2ccc(NC(=O)C3CC3)cn2)cc1	-3	i	2	-2	-1.5	-9	5	0.1	1
COc1ccc(CCNCC(=O)N2C(C)CCCC2C)cc1OC (stereo not drawn)	-5	i	-11	-7	0.5	-8	-17	-0.2	4
COc1c2occc2c(OC)c2c(=O)cc(C)oc12	-1	i	-4	2	1.9	-1	-3	0.0	3
Cn1c(S(=O)(=O)Cc2ccc(Cl)cc2)nc2ccccc21	-4	i	-1	-7	0.7	-9	12	-0.7	0
CN1CCCC1=Nc1c2c(nc3ccccc13)N(C)CC2	-6	i	0	-3	2.2	6	10	0.1	-7
O=C(COC(=O)Cc1cccc(C(F)(F)F)c1)Nc1ccc2[nH]c(=O)[nH]c2c1	-5	i	-4	-4	-0.6	-1	-10	-0.4	0
C[C@H](CO)N1C[C@H](C)[C@@H](CN(C)Cc2ccncc2)Oc2c(NS(=O)(=O)c3cn(C)cn3)cccc2C1=O	-12	i	-4	-1	-0.4	-17	-21	-0.1	3
COc1cc(C)ccc1OCCCOc1c(Cl)cccc1Cl	18	i	-13	-5	0.5	-6	6	0.5	-4
CCOC(=O)Cc1cc(=O)[nH]c(Nc2nc3ccccc3o2)n1	-6	i	5	-2	3.7	-7	3	0.9	-1
CCCCN(CC(=O)NC1CCCC1)C(=O)C(=O)Nc1ccc2c(c1)OCCO2	1	i	-1	-3	-0.7	-3	13	-0.1	-2
COc1ccc(CCNC(=O)C2CCN(S(=O)(=O)c3ccc(C)cc3)CC2)cc1	4	i	2	-2	0.6	-2	5	0.0	-2
Fc1ccccc1COc1ccc(/C=N/NC(=S)NCc2ccccc2)cc1	18	i	-1	-4	3.9	-2	9	0.6	-6
CCOc1ccc(C(=S)NC2CCCCC2)cc1OC	0	i	-5	-5	1.9	-7	22	-0.7	3
CCCCCC(=O)N1C[C@H](n2cc(COC(=O)c3ccccc3)nn2)[C@@H](O)C[C@@H]1c1ccc(Cl)cc1	19	i	1	-2	1.4	-4	-11	-0.9	-2
Cc1cc(NS(=O)(=O)c2ccc(NC(=O)C(C(C)C)N3C(=O)c4ccccc4C3=O)cc2)nc(C)n1 (stereo not drawn)	-1	i	0	-1	-0.6	2	6	0.2	4
CCOC(=O)C1=C(C)Nc2ncnn2C1c1cc(Br)ccc1F (stereo not drawn)	0	i	1	-11	-0.3	-1	4	-1.2	6
O=C(COc1ccccc1F)OCC(=O)N1CCc2ccccc21	-2	i	-2	-12	0.1	0	10	-0.7	6
O=C(C1CCN(S(=O)(=O)c2cccc3nsnc23)CC1)N1CC=C(c2ccccc2)CC1	6	i	1	-14	0.4	-6	-2	-1.0	3
Cc1ccc(-n2c(N)cc(=O)nc2SCC(=O)N2CCN(c3ccccc3)CC2)cc1	-2	i	0	-4	0.4	-13	2	-0.3	3
O=C1c2cccc3cc([N+](=O)[O-])cc(c23)C(=O)N1/N=C/c1ccc(O)cc1O	0	i	1	-5	4.7*	17*	2	-0.3	-11
O=C(NCC1(N2CCCCC2)CCCCC1)c1cccc(S(=O)(=O)Nc2ccc(F)cc2)c1	-5	i	1	0	0.0	1	-14	-0.1	1
Cc1ccc(S(=O)(=O)N(CC(=O)N2CCOCC2)CC(=O)N2CCOCC2)cc1	-6	i	2	-1	0.0	1	12	0.0	-2
C[C@H](CO)N1C[C@H](C)[C@@H](CN(C)C(=O)Nc2ccc(C(F)(F)F)cc2)Oc2c(NC(=O)Nc3ccc(C(F)(F)F)cc3)cccc2C1=O	79*	i	2	0	-0.5	-6	8	0.2	6
c1ccc(-c2csc(CN3CCCCC3)n2)cc1	-6	i	0	-2	0.8	-12	10	0.2	-1
O=C(NCc1ccc2c(c1)OCO2)C1CCN(S(=O)(=O)N2CCOCC2)CC1	-8	i	3	-2	1.2	-5	-4	-0.3	3
CN(C)C(=O)c1nc2ccc(Cl)cn2c1CNCc1ccccc1OC(F)(F)F	10	i	5	0	0.8	7	-12	-0.4	-2
O=C(CSc1nnc(NC(=O)c2ccco2)s1)NC1CCCC1	-6	i	6	-7	0.9	-4	13	-0.9	-1
CCOCCCNC(=O)c1ccc2c(c1)ncn2-c1cccc(C)c1	-7	i	-2	-3	0.4	-1	3	-0.2	4
COc1cccc(CN(C)C(=O)c2ccc(S(=O)(=O)Nc3ccccc3C)cc2)c1OC	7	i	-5	-1	-1.2	-4	8	-0.2	0

(next part)
SMILES	FAS TE block	Neddyl block	CSN inh	bovine MsrA act	MsrA inh	eLon inh	MLLE-PAM2 inh	TbMetRS inhib	Rin1-Abl PPI inh
COc1ccc(C2=CC(=O)C[C@H](COCc3ccccc3)N(C(=O)OC(C)(C)C)O2)cc1	33	i	-3	-3	0.8	-6	-1	-2.0	1
COCCN1Cc2cc3cc(C)ccc3nc2SC1=Nc1cccc(OC)c1	22	i	3	-6	0.6	1	6	-0.5	0
COc1ccc(Cl)cc1-c1cc(C(=O)Nc2ccc(C(C)(C)C)cc2)[nH]n1	20	i	-3	-4	-0.3	0	10	-0.2	1
Cn1cnc2cc(NC(=O)c3ccc(Cl)cc3)ccc21	1	i	3	0	1.5	4	-10	0.8	0
CCOc1ccc(Nc2nc(NCC3CCCO3)c3ccccc3n2)cc1 (stereo not drawn)	-7	i	-1	-7	-0.5	1	5	-0.3	3
O=C(c1ccccc1)N1CCC(c2nc3c(nnn3Cc3ccco3)c(=O)[nH]2)CC1	-9	i	4	-11	-0.3	-9	2	-0.9	2
COc1ccc(N2CCN(CCCn3ccc(NC(=O)OCc4ccccc4)nc3=O)CC2)cc1	-3	i	3	0	0.2	-8	-8	-0.4	4
COc1ccc(OCc2nn[nH]n2)cc1	-6	i	-3	-6	-0.6	1	-61	0.0	-3
CC(C)NC(=O)Cc1ccc(Br)cc1	-6	i	2	-1	0.6	-3	10	-0.2	1

An excerpt from above in order of molecular weight, rising.
SMILES	FAS TE block	Neddyl block	CSN inh	bovine MsrA act	MsrA inh	eLon inh	MLLE-PAM2 inh	TbMetRS inhib	Rin1-Abl PPI inh
COc1ccc(OCc2nn[nH]n2)cc1	-6	i	-3	-6	-0.6	1	-61	0.0	-3
CCOc1ccc(Nc2nc(NCC3CCCO3)c3ccccc3n2)cc1 (stereo not drawn)	-7	i	-1	-7	-0.5	1	5	-0.3	3
COc1ccc(C2=CC(=O)C[C@H](COCc3ccccc3)N(C(=O)OC(C)(C)C)O2)cc1	33	i	-3	-3	0.8	-6	-1	-2.0	1

Looked up above.
MsrA inh result of COc1ccc(Cl)cc1-c1cc(C(=O)Nc2ccc(C(C)(C)C)cc2)[nH]n1 is entered as -0.3
eLon inh result of COc1ccc(N2CCN(CCCn3ccc(NC(=O)OCc4ccccc4)nc3=O)CC2)cc1 is entered as -8
CSN inh result of COc1ccc(C2=CC(=O)C[C@H](COCc3ccccc3)N(C(=O)OC(C)(C)C)O2)cc1 is entered as -3
CSN inh result of CC(C)NC(=O)Cc1ccc(Br)cc1 is entered as 2
bovine MsrA act result of Cn1cnc2cc(NC(=O)c3ccc(Cl)cc3)ccc21 is entered as 0
